High-throughput results deposited in PubChem BioAssay by National Center for Advancing Translational Sciences (NCATS).
KB-3-1 tox: kills parental KB-3-1 adenocarcinoma cells | KB-3-1 viability, CellTiter-Glo ATP luminescence, 72 h | Potency, µM (highest dose often 46.1 µM), inactives show top-dose activity change, negative = cytotoxic, most hits filed as cytotoxic | 400,000 compounds, 1.4% hits; note: potency is the fitted concentration of half-maximal effect; % is set by controls: 0 for no effect and ±100 for the full control effect; nearly all actives have a fitted effect of over 60% in size
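KB-3-1 cells, DMEM (no phenol red) + 10% FBS; compound by pin transfer, 72 h, 37 °C. Readout: CellTiter-Glo luminescence after 10 min. Data normalized, curve-fitted.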
S2 tox: cell viability loss in ATXN counter-screen; S2 cells (HEK-293 line with an ATXN2-luciferase reporter) viability, CellTiter-Fluor protease fluorescence, 24 h; Potency, µM (top dose mostly 56.7 µM), usual class: cytotoxic; 400,000 compounds, 0.49% hits; AID 651635; note: potency is the fitted concentration of half-maximal effect; nearly all actives have a fitted effect of over 40% in size
HepG2 tox: counter-screen for TGF-b inhibitors: cytotoxicity in HepG2 cells; HepG2 CAGA-GFP viability, ATP luminescence, 18 h; Potency, µM (titrated, usually from 46.1 µM), inactives show at the highest dose activity change, negative = cytotoxicity, most hits filed as cytotoxic; AID 588856; 410,000 compounds, 0.76% hits; note: potency is the fitted concentration of half-maximal effect; some results filed as inactive show a strong effect at the top dose
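CellTiter-Glo luminescence gave cytotoxicity after 18 hours at 37 degrees C. The cells were HepG2 CAGA-GFP in 1% FBS DMEM, stimulated with 500 pg/mL TGF-beta after compound addition. %Activity was normalised to no-cell wells (complete cell-killing) and DMSO (no toxicity), and curves were fitted and classified.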
IL-1B inflam inh: blocks inflammasome-driven IL-1 beta release; THP-1 LPS/ATP IL-1B secretion, AlphaLISA, 16 h; active compounds read low; activity change, % at 57.5 µM; 360,000 compounds, 4.7% hits; AID 743279; in the data active = activity change below about -50%; inconclusive = mostly about -30% to -49%; note: % is set by controls: 0 for no effect and ±100 for the full control effect
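THP-1 cells pretreated 1 hr with compounds (up to 57.5 uM final), then stimulated with LPS (250 ng/mL final) plus ATP (1.25 mM final); secreted IL-1B measured by AlphaLISA after 16 hr, decreased signal indicating inhibition.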
SW480 rerep: DNA re-replication induction in SW480 cells. SW480 DNA re-replication, Hoechst DNA content imaging, 48 h. Potency, µM (top dose mostly 46.1 µM), without a hit: at the highest dose re-replication activation, hits mostly activators. 340,000 compounds, 1.8% hits. AID 624297; note: potency is the fitted concentration of half-maximal effect; % of control where 0% means no effect; nearly all actives have a fitted effect of over 55% in size
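250 cells/well; 23 nL cpd via pin tool; 48 hr, 37 C, 5% CO2; Hoechst 40 min; imager read of total nuclear intensity, ex 405/em 500-530 nm.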
MCF10A rereplic: induces DNA re-replication in MCF 10a normal breast cells; 350,000 compounds, 2.9% hits; MCF 10A DNA re-replication, Hoechst nuclear intensity, 48 h; Potency, µM (highest dose often 46.1 µM), inactives show at the highest dose activity, positive = re-replication, actives largely listed as activators; note: potency is the fitted concentration of half-maximal effect; % of control where 0% means no effect; nearly all actives have a fitted effect of over 50% in size
HT1080-NT tox: kills 2HG-producing HT-1080-NT fibrosarcoma cells; 360,000 compounds, 1.6% hits; AID 686970; Potency, µM (doses to about 46.1 µM), without a hit: at the highest dose activity, negative = less viability, usual class: cytotoxic; HT-1080-NT fibrosarcoma viability, CellTiter-Glo ATP luminescence, 48 h;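 note: NT is the 2HG producing partner of a matched IDH1 knockdown line; potency is the fitted concentration of half-maximal effect; 0% = DMSO-treated cells and -100% = media-only wells without cells; nearly all actives have a fitted effect of over 55% in size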
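Viability of the 2HG-overproducing fibrosarcoma line after 48 hours of compound exposure at 37 degrees C was determined by luminescence with CellTiter-Glo, and concentration-effect curves were then fitted and categorized.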
HT1080 IDH1KD tx: HT-1080 IDH1 knockdown cell toxicity (counter line). HT-1080 IDH1 knockdown viability, ATP luminescence, 48 h. Potency, µM (titrated, usually from 46.1 µM), for the others: at the highest dose activity, negative = toxicity, most hits filed as cytotoxic. 360,000 compounds, 2% hits. AID 686971;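 note: potency is the fitted concentration of half-maximal effect; 0% = DMSO wells and -100% = cell-free medium wells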
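After a 2 h attachment period, IDH1KD HT-1080 cells took pin-transferred compound for 48 h at 37 °C; ATP-based luminescence after 10 min room-temperature reagent incubation reported viability.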
ATXN2 expr inh: reduces ATXN2 reporter expression in HEK-293 cells; HEK-293 ATXN2-luciferase reporter, luminescence, 24 h; Potency, µM (series often up to 57 µM), inactives show at the top dose activity change, negative = inhibition, most hits filed as inhibitors; 360,000 compounds, 0.72% hits; note: potency is the fitted concentration of half-maximal effect; % is set by controls: 0 for no effect and ±100 for the full control effect; nearly all actives have a fitted effect of over 55% in size
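ATXN2-luciferase reporter cells (luciferase flanked by upstream and downstream ATXN2 gene portions) were treated 24 h at 37 °C with compounds at up to 57 uM. SteadyGlo luminescence gave expression; GF-AFC fluorescence gave viability.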
* marks the source's active call; other numbers are inactive results; i = inactive; ? = inconclusive; · = no result given; & = joins results of further samples; [ ] = dose if it differs, or a comment. Unless noted, calls come from the whole dose curve; as a rule, active = well fitted curve in the direction sought with a large enough effect; inconclusive = small, poorly fitted or top-dose-only effect, or another doubt; inactive = no such curve, though single readings can be large; an effect the other way counts as inactive or inconclusive. Compounds as they come; about 8.9% have a hit in one of these screens.

1: C=CCn1c(SCc2ccc(Br)cc2F)nc2cc(C(=O)O)ccc2c1=O
2: CN(C)CCNC(=O)C1CCCNC1=O (configuration not stated)
3: Cc1ccc(CCNC(=O)c2cc3cc4cc(C)ccc4nc3s2)cc1
4: CCN(c1ccccc1C(=O)O)S(=O)(=O)c1ccc2[nH]c(=O)[nH]c2c1
5: COc1ccc(C(=O)C[n+]2ccc(-c3nnc4n3CCCCC4)cc2)cc1
6: OC1(c2ccc(F)cc2)CCN(Cc2cccnc2)CC1
assay / entry	1	2	3	4	5	6
KB-3-1 tox	5%	0%	-1%	1%	-3%	5%
S2 tox	i	i	i	i	i	·
HepG2 tox	1%	1%	-1%	7%	3%	-2%
IL-1B inflam inh	10	0	·	6	-9	-2
SW480 rerep	-1%	-2%	·	-24%	-3%	-6%
MCF10A rereplic	?	1%	·	-1%	1%	?
HT1080-NT tox	-2%	5%	·	2%	28%	15%
HT1080 IDH1KD tx	-19%	4%	·	13%	18%	12%
ATXN2 expr inh	1%	7%	18%	6%	4%	-15%

7: COc1cccc(-c2cnc3c(NC=O)cc(-c4ccc(OC)cc4OC)cn23)c1
8: O=C(NC1CC1)C1=C[C@@H](C2CCCCC2)C[C@@H](OCc2ccc(CO)cc2)O1
9: Cc1ccc(Nc2nc(N3CCOCC3)nc(N3CCOCC3)n2)cc1C
10: CCN(CC(=O)NCc1ccc(F)cc1)C(=O)/C=C/c1ccco1
11: COc1ccc(CC(=O)N/N=C/c2cc(Br)cs2)cc1OC
12: O=C(CC1OC(=O)c2ccccc21)Nc1ccc(Cl)c(S(=O)(=O)N2CCCCC2)c1 (configuration not stated)
assay / entry	7	8	9	10	11	12
KB-3-1 tox	0.21µM*	-7%	-10%	-2%	-13%	-19%
S2 tox	?	i	i	i	i	i
HepG2 tox	-22%	-27%	-30%	0%	-2%	8.9µM*
IL-1B inflam inh	47	18	-60*	-2	-5	-4
SW480 rerep	·	13%	-8%	-2%	-5%	-1%
MCF10A rereplic	·	-11%	?	-3%	3%	1%
HT1080-NT tox	?	-3%	1%	-13%	-1%	-7%
HT1080 IDH1KD tx	?	-3%	-9%	-7%	3%	-21%
ATXN2 expr inh	0%	56%[activator]	·	·	·	-5%

13: CCOC(=O)c1nc(Nc2cc(Cl)ccc2OC)c2ccccc2n1
14: CCC(C)c1ccccc1NC(=O)COC(=O)c1ccc2[nH]c3c(c2c1)CCCC3 (configuration not stated)
15: COc1ccc(CN2C(=O)C(CC(=O)NCC3CCCCC3)CC(C(=O)N(C)C)=C2C)cc1 (configuration not stated)
16: CCCN1CCN(S(=O)(=O)c2ccc(-c3cc(C)no3)s2)CC1
17: COc1ccc(CCN=C2SCC(=O)N2C)cc1OC
18: COc1ccccc1CNC(=O)[C@H](C)NC(=O)C1CCN(C(=O)[C@H](CCSC)NC(=O)OC(C)(C)C)CC1
assay / entry	13	14	15	16	17	18
KB-3-1 tox	3%	?	0%	-2%	-4%	0%
S2 tox	?	?	i	i	i	i
HepG2 tox	4%	-25%	-5%	0%	1%	-10%
IL-1B inflam inh	8	-11	-24	-11	1	-12
SW480 rerep	-5%	?	·	?	-5%	-16%
MCF10A rereplic	18%	8.2µM*	·	4%	?	7%
HT1080-NT tox	-3%	-30%	3%	-4%	-5%	6%
HT1080 IDH1KD tx	-1%	?	-9%	-2%	-3%[9.24 µM]	2%
ATXN2 expr inh	·	?	12%	-8%	4%	3%

19: CC(C)C1=NOC(C(=O)N2CCC(N3CCC(C(=O)N4CCOCC4)CC3)CC2)C1 (configuration not stated)
20: Cc1ccc(-c2nnn(CC(=O)NCCc3ccc4c(c3)OCO4)n2)cc1
21: Cc1ccc(-c2csc(NNC(=O)c3ccccc3)n2)cc1
22: COc1ccc(C[C@H]2CN3C(=NC[C@@H]3C(C)C)N2CCNC(=O)c2ccc(C)c(Br)c2)cc1
23: Cc1ccc(S(N)(=O)=O)cc1NC(=O)c1ccc2c3c(cccc13)CC2
24: NC(=O)NC(=O)C(Nc1ccc2c(c1)CCC2)c1ccccc1 (configuration not stated)
assay / entry	19	20	21	22	23	24
KB-3-1 tox	-1%	-4%	0%	?	9%	9%
S2 tox	i	i	i	·	i	i
HepG2 tox	3%	-5%	-23%	-60%	-8%	1%
IL-1B inflam inh	3	12	-5	-63*	29	?
SW480 rerep	1%	-5%	?	-6%	-5%	-6%
MCF10A rereplic	6%	?	?	5%	17%	0%
HT1080-NT tox	18%	1%	-21%	?	1%	-4%
HT1080 IDH1KD tx	10%	6%	?	-26%	5%	-1%
ATXN2 expr inh	0%	3%	-34%	?	·	20%

25: COc1ccccc1N1CCN(C(=S)Nc2ccc(S(=O)(=O)N3CCOCC3)cc2)CC1
26: O=C(COC(=O)c1ccc(Cl)c(S(=O)(=O)N2CCCCCC2)c1)NCc1ccccc1
27: Cc1ccsc1/C=N/n1c(-c2ccccc2)n[nH]c1=S
28: CSc1ccc(C(=O)C2CCCN(C(=O)Cc3nonc3C)C2)cc1 (configuration not stated)
29: Cc1ccc(OCC(=O)OC2CCCN(C)C2)cc1 (configuration not stated)
30: CCCOc1cccc(C(=O)NCCNC(=O)c2cnccn2)c1
assay / entry	25	26	27	28	29	30
KB-3-1 tox	-10%	0%	3%	8%	-1%	11%
S2 tox	i	?	i	i	i	i
HepG2 tox	1%	2%	-22%	-9%	33%	2%
IL-1B inflam inh	?	35	-24	7	0	25
SW480 rerep	3%	·	3%	3%	19%	0%
MCF10A rereplic	25%	·	14%	-2%	?	3%
HT1080-NT tox	-19%	-13%	6%	7%	-3%	12%
HT1080 IDH1KD tx	?	-12%	?	8%	0%	11%
ATXN2 expr inh	?	·	8%	3%	·	19%

31: CCCN1CCc2c(sc(NC(=O)c3ccc(S(=O)(=O)N4CCN(C(=O)OCC)CC4)cc3)c2C(N)=O)C1
32: Cc1ccc(S(=O)(=O)c2ccc(Cl)cc2)cc1S(=O)(=O)N1CCOCC1
33: COc1ccccc1-n1cnnc1SCC(=O)N1CCN(C(=O)c2ccco2)CC1
34: CCOC(=O)CC1=C(C(=O)OCC)C(c2ccc(OC)cc2OC)C(C#N)=C(N)O1 (configuration not stated)
35: O=C1NC[C@H](CCCCN2CCN(Cc3ccccc3)C(=O)C2=O)N(CCc2ccccc2)C1=O
36: NC(=O)COC(=O)c1ccc(S(=O)(=O)N2CCCCCC2)cc1
assay / entry	31	32	33	34	35	36
KB-3-1 tox	-18%	?	14%	-6%	12%	0%
S2 tox	?	i	i	i	i	i
HepG2 tox	-61%	-17%	4%	2%	·	3%
IL-1B inflam inh	-98*	-6	28	9	0	0
SW480 rerep	21µM*	-6%	-7%	-2%	·	-4%
MCF10A rereplic	?	17%	?	2%	·	1%
HT1080-NT tox	7.3µM*	-3%	-1%	11%	23%	11%
HT1080 IDH1KD tx	6.5µM*	-17%	-5%	16%	0%	10%
ATXN2 expr inh	?	-16%	-11%	2%	10%	4%

Sorted by value in IL-1B inflam inh (highest first): 3 of the compounds above.
no. | canonical_smiles | IL-1B inflam inh | SW480 rerep
8 | O=C(NC1CC1)C1=C[C@@H](C2CCCCC2)C[C@@H](OCc2ccc(CO)cc2)O1 | 18 | 13%
12 | O=C(CC1OC(=O)c2ccccc21)Nc1ccc(Cl)c(S(=O)(=O)N2CCCCC2)c1 (configuration not stated) | -4 | -1%
14 | CCC(C)c1ccccc1NC(=O)COC(=O)c1ccc2[nH]c3c(c2c1)CCCC3 (configuration not stated) | -11 | ?

Following part
37: O=C(Nc1ccc2nc3n(c(=O)c2c1)CCCC3)c1ccc(Cl)nc1
38: CCOc1cc2c(cc1O)CCC1C2CCC2(C)C(O)CCC12 (configuration not stated)
39: O=C(CCn1c2c(c3ccccc31)CCCC2)NNC(=O)c1ccccc1C(=O)O
40: O=C(COc1ccc(Br)cc1)NNC(=S)NC(=O)c1ccccc1[N+](=O)[O-]
41: COC(=O)Cn1c(=O)c2c(nc(Br)n2CC(=O)OC)n(C)c1=O
42: CC1=C(C(=O)OCC2CCCCC2)C(c2ccc(Cl)cc2)CC(=O)N1 (configuration not stated)
assay / entry	37	38	39	40	41	42
KB-3-1 tox	26%	?	?	-9%	-5%	-13%
S2 tox	i	?	i	i	i	i
HepG2 tox	0%	-8%	-2%	-16%	-7%	13µM*
IL-1B inflam inh	?	10	-23	30	4	·
SW480 rerep	4%	?	20%	-4%	0%	·
MCF10A rereplic	?	1.2µM*	?	-4%	-1%	·
HT1080-NT tox	14%	?	-20%	-24%	9%	·
HT1080 IDH1KD tx	14%	?	-27%	-29%	3%	·
ATXN2 expr inh	20%	4%	1%	-18%	2%	-30%

43: CCCCN1C(=O)c2ccc(C(=O)NCCN3C(=O)S/C(=C\c4cccnc4)C3=O)cc2C1=O
44: Cc1ccc(C(=O)N[C@H](C(=O)N2CCN(c3ccccc3F)CC2)C(C)C)cc1
45: Nc1nnc(SCC(=O)Nc2ccccc2)s1
46: COc1ccc(/C=C2\SC(=O)N(CCc3nnc(N)s3)C2=O)cc1
47: COc1ccc(-n2nc3cc(C)c(N)cc3n2)cc1Cl
48: O=C(N/N=C/c1cc([N+](=O)[O-])ccc1N1CCCCCC1)c1ccccn1
49: N#CC1=C(N)NC(=S)C(C(N)=O)C1c1ccccc1F (configuration not stated)
assay / entry	43	44	45	46	47	48	49
KB-3-1 tox	?	-3%	3%&-1%	3%	-5%	-7%	-4%
S2 tox	i	?	i	i	?	?	i
HepG2 tox	-7%	-3%	5%&11%	0%	-3%	-18%	-16%
IL-1B inflam inh	0	-14	-2	-4	-10	-11	?
SW480 rerep	-4%	1%	0%	-2%	15µM*	-12%	21µM*
MCF10A rereplic	1%	-3%	-5%	1%	3.3µM*	3%	?
HT1080-NT tox	9%	16%	11%	-24%	4%	6%	-27%
HT1080 IDH1KD tx	6%	15%	9%	-15%	0%	4%	?
ATXN2 expr inh	-11%	-21%	8%&13%	-25%	·	18%	-31%
